# FEN1 inh: blocks human flap endonuclease 1 | P39748 | Recombinant FEN1 flap cleavage, fluorescence, 15 min | Potency, µM (titrated, usually from 114 µM), for the others: top-dose activity change, negative = inhibition, actives largely listed as inhibitors | 390,000 tested, 0.35% active; also: nearly all actives have a fitted effect of over 65% in size
# Target sequence (P39748 whole entry, looked up): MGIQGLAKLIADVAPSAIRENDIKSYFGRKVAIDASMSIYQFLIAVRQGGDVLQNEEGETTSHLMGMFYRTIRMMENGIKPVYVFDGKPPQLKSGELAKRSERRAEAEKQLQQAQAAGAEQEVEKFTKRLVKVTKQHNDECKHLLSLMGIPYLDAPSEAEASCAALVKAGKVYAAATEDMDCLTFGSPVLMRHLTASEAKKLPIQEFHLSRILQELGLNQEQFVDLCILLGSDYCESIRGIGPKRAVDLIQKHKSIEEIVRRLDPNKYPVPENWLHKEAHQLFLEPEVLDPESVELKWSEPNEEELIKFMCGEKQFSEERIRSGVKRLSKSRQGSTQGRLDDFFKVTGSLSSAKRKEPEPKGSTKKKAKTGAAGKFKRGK
#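 Concentration–response screening of FEN1 (10 nM): 15 min compound preincubation at room temperature, reaction started with 50 nM substrate and read at 0 and 15 min. Corrected, normalized data were fitted by a four-parameter Hill equation.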
# TDP1 cell CPT: DT40-hTDP1 cell growth loss with CPT; chicken DT40 Tdp1-/-;hTDP1 cells + 20 nM CPT, ATP luminescence, 48 h; Potency, µM (top dose mostly 46.2 µM), without a hit: at the top dose activity change, negative = growth inhibition, most hits filed as inhibitors; 420,000 tested, 12% active; also: nearly all actives have a fitted effect of over 55% in size
#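 Cell growth measured by CellTiter-Glo luminescence after a minimum 48 h, 37 C compound exposure with 20 nM CPT in Tdp1-knockout DT40 cells stably expressing hTDP1, seeded 400/well; qHTS titration format.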
# KAT2A inh: inhibitors of human GCN5L2 histone acetyltransferase; Potency, µM (top dose mostly 58.9 µM), for the others: at the highest dose activity change, negative = inhibition, hits mostly inhibitors; GCN5L2 HAT assay, ThioGlo1 CoA-SH fluorescence; 390,000 tested, 0.21% active; Q92830
#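 ThioGlo1-coupled HAT assay: 20nM GCN5L2, 70uM acetyl-CoA, 75uM H3(1-25) peptide, pH 7.5. Fluorescence read at 340/540nm at start and after 20 min at room temperature.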
# The depositor's hits bear a star; ? = inconclusive; nt = not tested or not shown; & = joins results of further samples; [ ] = another dose, or the depositor's remark. Calls follow the shape of the dose curve; as a rule, active = well fitted curve in the direction sought with a large enough effect; inconclusive = small, poorly fitted or top-dose-only effect, or another doubt; inactive = no such curve, though single readings can be large; an effect the other way counts as inactive or inconclusive. % is scaled to controls: 0 for no effect and ±100 for the full control effect; potency is read from the fitted curve at half-maximal effect.
canonical_smiles,FEN1 inh,KAT2A inh,TDP1 cell CPT
CCOc1ccccc1N1CCN(C(=S)NC(=O)C23CC4CC(CC(C4)C2)C3)CC1,4%,-1%,18µM*
CN(CCc1ccccc1)C(=O)c1cccc(NC(=O)Cc2cccc(NC(=O)C3CCCN(S(=O)(=O)c4cccc([N+](=O)[O-])c4)C3)c2)c1 (stereo unspecified),16%,nt,?
O=C(CCn1c(=O)sc2ccccc21)Nc1cccnc1,-1%,0%,-8%
O=S(=O)(Cc1ccccc1Cl)NCCOc1ccccc1,-3%,-4%,4%
COc1ccccc1CN1C[C@@H]2C[C@@H](c3ccc(C)c(C)c3)N3CCC[C@@]23C1=O,2%,-12%,15µM*
Cc1cc([N+](=O)[O-])ccc1NC(=O)COc1nsnc1N1CCOCC1,-10%,4%,-9%
CCOC(=O)c1cc2c(C)nn(-c3ccccc3)c2s1,5%,-1%,-15%
Cc1cnc(C(=O)Nc2ccccc2-c2nnn(CC(=O)NC3CCCC3)n2)cn1,-13%,-9%,-2%
CN(C)S(=O)(=O)c1cccc(COC(=O)CNC(=O)c2ccc(Br)o2)c1,-3%,-2%,11%
COc1cc(F)ccc1S(=O)(=O)N1CCN(Cc2ccccc2)CC1,8%,-15%,-1%
Cc1c(NC(=O)C(C)Sc2nnc(-c3ccccc3)o2)c(=O)n(-c2ccccc2)n1C (stereo unspecified),3%,-5%,0%
COc1ccc(/C=N/n2cnnc2)cc1Br,-4%,-13%,2%
NC(N)=N/N=C/c1ccc(OCc2ccc(Cl)cc2)cc1,1%,-3%,21µM*
NNC(=O)c1nnn(-c2nonc2N)c1-c1cccs1,2%,2%,6%
C/C(CC(=O)NC12CC3CC(CC(C3)C1)C2)=N\NC(=O)Cc1cccs1,-8%,1%,-7%
CCN1CCN(C(=O)c2ccc(Cl)c(S(=O)(=O)N(C)c3ccccc3)c2)CC1,5%,-2%,-7%
COc1ccc(C(=O)N/N=C/c2ccccc2OC(=O)c2ccccc2)cc1,0%,-7%,0.58µM*
Cc1ccccc1NS(=O)(=O)c1cc(S(C)(=O)=O)ccc1C,-7%,0%,-11%
O=C(CN1C(=O)NC(CCc2ccccc2)C1=O)Nc1ccccc1C(F)(F)F (stereo unspecified),-33%,2%,-1%
O=c1cc(N2CCCCC2)c(-c2ccccc2)nn1Cc1c(Cl)cccc1Cl,-3%,?,?
COc1cccc(C(=O)NNC(=O)c2ccc3ccccc3c2)c1,1%,nt,-14%
Cc1ccc(NC(=O)CNCc2ccccc2)cc1Br,-18%,-19%,-6%
CCCCCC(=O)NNC(=S)NC(=O)c1cccc([N+](=O)[O-])c1,-5%,-27%,15µM*
COCCN(CC(=O)NCc1ccc(F)cc1)C(=O)CCC(=O)Nc1ccccn1,0%,-8%,10%
COc1ccc(C(=O)Nc2cccc(S(C)(=O)=O)c2)cc1OC,6%,-2%,4%
COc1ccc(-c2cc(C(=O)N3CCN(c4cccc(C)c4C)CC3)c3ccccc3n2)cc1OC,-10%,-12%,?
COc1ccccc1Nc1nn2c(=O)c3ccc(C(=O)NCCc4ccccc4)cc3nc2s1,-7%,-6%,2.3µM*
CC(/C=C/c1ccccc1F)=N\NC(=O)c1ccc(Cl)cc1,4%,-6%,15µM*
COC(=S)Nc1cccc(C(F)(F)F)c1,14%,-4%,2%
CNC(=S)/N=C/NOCc1c(Cl)cccc1Cl,0%,-5%,7%
C[C@H](NS(=O)(=O)c1ccccc1)C(=O)OCC(=O)NC(=O)Nc1ccc2c(c1)OCCO2,-9%,3%,1%
Cc1ccc(CSc2ncc(Cl)c(C(=O)Oc3ccc(F)cc3)n2)cc1,-14%,-4%,-23%
COc1ccc(-c2nnn(CC(=O)N(CCCN3CCOCC3)C(C(=O)NC3CCCC3)c3ccc(C)o3)n2)cc1 (stereo unspecified),-16%,-1%,22%
COC(=O)CSc1nccc(C)n1,-2%,-22%,6%
CC(/C=N/NC(=O)Cn1cnc2c1c(=O)n(C)c(=O)n2C)=C\c1ccco1,8%,-7%,4%
O=C(NC(=O)N1CCSCC1)c1c(Cl)cccc1Cl,-2%,-3%,3%
CS(=O)(=O)c1ccc2nc(NC(=O)Oc3ccccc3)sc2c1,-7%,0%,-4%
CC(=O)N1c2ccc([N+](=O)[O-])cc2NC(=O)CC1C (stereo unspecified),-7%,-2%,-3%
O=C(NCCc1ccccc1)C(c1cccs1)N(C(=O)c1csnn1)C1CC1 (stereo unspecified),-7%,-5%,?
Oc1ccc(C2N=C(c3ccccc3)NC(c3ccccc3)=N2)cc1,15%,-5%,-17%
CN(c1cccc(NC(=O)c2ccc(Cl)c(S(=O)(=O)Nc3ccccc3)c2)c1)S(C)(=O)=O,-7%,-5%,?
CS(=O)(=O)N1N=C(c2ccco2)CC1c1ccc(Cl)cc1Cl (stereo unspecified),12%,-19%,?
Cc1ccc(CNC(=O)c2ccc3c(=O)n(CCCN4CCCC4=O)c(=S)[nH]c3c2)cc1,-11%,-13%,5%
COc1ccccc1NC(=O)N1CCCC1C(=O)Nc1nnc(C(C)C)s1 (stereo unspecified),-9%,-1%,-11%
Cc1ccccc1CC(=O)NC1CCCCCC1,-2%,0%,-11%
O=C(N/N=C\c1cn[nH]c1-c1ccccc1)c1ccc([N+](=O)[O-])cc1,-29%,3%,-6%
CCOC(=O)CON1C(=O)C(=O)N(OCC(=O)OCC)[C@H]2CCCC[C@H]21,-6%,-8%,15%
O=C(N/N=C/c1ccccc1F)C(=O)N1CCCCCC1,-15%,-1%,37%[activator]
COc1cccc2c(=O)c(SC(F)(F)C(F)C(F)(F)F)c(C)[nH]c12 (stereo unspecified),-7%,-9%,?
CCOC(=O)COn1c(=O)c(-c2ccco2)[n+]([O-])c2ccccc21,-13%,-9%,-15%
NCCCC[C@H]1CNC(=S)N1CCc1cc(C(F)(F)F)cc(C(F)(F)F)c1,-8%,-8%,?
O=C(CSc1nnc(-c2ccccc2)c(-c2ccccc2)n1)N1CCc2ccccc21,-11%,2%,16µM*
CCOC(=O)CSc1nnc(NC(=O)CN2CCN(C=O)CC2)s1,-8%,0%,1%
CCN(C(=O)C12CC3CC(CC(C3)C1)C2)C1CCS(=O)(=O)C1 (stereo unspecified),-8%,-2%,2%
O=C(C1CCN(c2ncnc3c2nc2n3CCCCC2)CC1)N1CCN(c2ccccc2F)CC1,-2%&-11%,-1%&-7%,?
Cc1cc2c(=O)n(Cc3ccco3)c(SCC(=O)N3CCCc4ccccc43)nc2s1,-8%,1%,?
COc1ccc(-c2cc(=O)oc3c(O)c(O)ccc23)cc1,-13%,-2%,?
Cc1ccccc1CN1CCCC(C(=O)Nc2ccc(-c3ccn[nH]3)cc2)C1 (stereo unspecified),-12%,-8%,16µM*
O=C(NCCCc1nc2ccccc2n1Cc1ccccc1Cl)C1CCCCC1,-2%,-7%,23µM*
Cc1cc(C)nc(NC(=O)/C=C/c2cccs2)c1,-11%,1%,-12%

# Ordered by length of the SMILES (high to low): twelve of the compounds above.
canonical_smiles,FEN1 inh,KAT2A inh,TDP1 cell CPT
CN(CCc1ccccc1)C(=O)c1cccc(NC(=O)Cc2cccc(NC(=O)C3CCCN(S(=O)(=O)c4cccc([N+](=O)[O-])c4)C3)c2)c1 (stereo unspecified),16%,nt,?
CN(c1cccc(NC(=O)c2ccc(Cl)c(S(=O)(=O)Nc3ccccc3)c2)c1)S(C)(=O)=O,-7%,-5%,?
COc1ccc(-c2cc(C(=O)N3CCN(c4cccc(C)c4C)CC3)c3ccccc3n2)cc1OC,-10%,-12%,?
CCOc1ccccc1N1CCN(C(=S)NC(=O)C23CC4CC(CC(C4)C2)C3)CC1,4%,-1%,18µM*
Cc1ccccc1CN1CCCC(C(=O)Nc2ccc(-c3ccn[nH]3)cc2)C1 (stereo unspecified),-12%,-8%,16µM*
O=c1cc(N2CCCCC2)c(-c2ccccc2)nn1Cc1c(Cl)cccc1Cl,-3%,?,?
COc1ccccc1NC(=O)N1CCCC1C(=O)Nc1nnc(C(C)C)s1 (stereo unspecified),-9%,-1%,-11%
Oc1ccc(C2N=C(c3ccccc3)NC(c3ccccc3)=N2)cc1,15%,-5%,-17%
CC(=O)N1c2ccc([N+](=O)[O-])cc2NC(=O)CC1C (stereo unspecified),-7%,-2%,-3%
CCOC(=O)c1cc2c(C)nn(-c3ccccc3)c2s1,5%,-1%,-15%
Cc1ccc(NC(=O)CNCc2ccccc2)cc1Br,-18%,-19%,-6%
COc1ccc(/C=N/n2cnnc2)cc1Br,-4%,-13%,2%

# New compounds follow
canonical_smiles,FEN1 inh,KAT2A inh,TDP1 cell CPT
CC1=C(C(N)=O)C(c2ccc(C)o2)C(C(N)=O)=C(C)N1,22%,-2%,-9%
CSc1ccc(CCCCCCOC(=O)C(C)(C)C)cc1,8%,-1%,-16%
Cc1ccc2nc(CN3CCN(S(=O)(=O)c4ccc(C(C)C)cc4)CC3)oc2c1,-4%,4%,-28%
COc1cc(SC)ccc1C(=O)Nc1ccccc1C#N,-7%,-1%,-13%
N#Cc1ccccc1CSc1nnc(-c2ccncc2)o1,16%,0%,?
Cc1ccc(Cl)cc1NC(=O)CCS(=O)(=O)c1ccc2c(c1)n(C)c(=O)c(=O)n2C,-9%,-3%,-6%&-8%
COc1ccc(-n2nnc(-c3nc(-c4cccs4)no3)c2N)cc1OC,-5%,-1%,12%
O=C(c1cnn(-c2ccccc2)c1)c1cc(Br)ccc1O,-2%,-1%,-29%
CCOC(=O)N1CCN(S(=O)(=O)N2CCCC(C(=O)NCCCN3CC(C)CC(C)C3)C2)CC1 (stereo unspecified),-11%,-4%,0%
Cc1[nH]nc(N)c1-c1ccc(Cl)cc1,13%,-4%,3%
COc1ccc(C(c2nnnn2C(C)C)N2CCN(C(=O)c3ccco3)CC2)cc1 (stereo unspecified),1%,-13%,5%
CC(/C=C/c1ccco1)=N/NC(=O)c1ccc(C)nc1,-2%,-12%,13%
CCN(C(=O)Cn1cnc2cc([N+](=O)[O-])ccc2c1=O)C1CCS(=O)(=O)C1 (stereo unspecified),-19%,-7%,7%
Cc1nc(CC(=O)Nc2cc(Cl)ccc2C)cs1,12%,-2%,-1%
FC(F)(F)c1nc2ccccc2nc1N/N=C/c1ccc(Cl)cc1,3%,-4%,?
O=C(NCC1CCCN1S(=O)(=O)c1cccs1)c1cccc([N+](=O)[O-])c1 (stereo unspecified),-1%,5%,?
Cc1ccc(CS(=O)(=O)Cc2ccc(C(=O)NCC3CCCO3)o2)cc1 (stereo unspecified),-4%,?,10%
O=C(NCCc1ccccc1Cl)c1sc2ncccc2c1-n1cccc1,-1%,-4%,23µM*
Cc1ccc2nc(-c3cccs3)c(Nc3c(C)cccc3C)n2c1,-5%,-7%,23µM*
CCOC(=O)C1C(=O)NC(c2ccccc2)=NC1c1ccc(Cl)cc1 (stereo unspecified),-1%,11%,-6%
COc1ccccc1C1C(C(=O)N2CCCCC2)=C(C)Nc2nc3ccccc3n21 (stereo unspecified),-2%,-7%,-13%
COc1ccc2c(C(=O)CN3CCSCC3)c[nH]c2c1,10%,-1%,7%
Cc1nnc(SCC(=O)Nc2ccccc2C(=O)NC2CC2)s1,3%,-3%,27%
CCN(CC)c1ccc(/C=N/NC(=O)CCC(=O)NCc2ccccc2)c(O)c1,1%,-4%,5.2µM*
CCCCn1c(N)c(N2CCOCC2)c(=O)n(CC(=O)NCCc2ccccc2)c1=O,8%,-6%,17%
CCOc1ccccc1NC(=O)c1cccc2c1C(=O)N(C1CCCCC1)C2,-21%&-19%,-8%&-12%,?
CCOC(=O)Cn1c(=NC(=O)CC)sc2c(C)cc(C)cc21,-4%,-3%,1%
COc1ccc(C(=O)NNC(=O)CCn2nnc(-c3ccc(C)cc3)n2)cc1OC,-10%,0%,-17%
OC1(C#CCN2CCCC2)CCCCC1,-5%,-7%,13%
COc1ccc(-c2nc3ncccc3o2)cc1NC(=O)c1cccs1,-17%,-1%,-20%
CN(C)c1nc(C(N)=O)nc(N2CCOCC2)n1,-9%,-1%,-8%
CS(=O)(=O)Nc1ccc(C(=O)NC2CCCC2)cc1,-2%,-1%,1%
CCSc1nc2[nH]ncc2c(=O)[nH]1,5%,-4%,-17%

# Bioassay records: PubChem BioAssay, National Center for Advancing Translational Sciences (NCATS)

# This is a subset; rates above refer to the full screens.
